# Artemis endo inh: Artemis (human) endonuclease inhibition | Q96SD1 | inhibition, % at 10 µM | recombinant Artemis, quenched FAM hairpin cleavage fluorescence | 0.78% of 30,000 active;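 active means at 10 µM dose, at least 30% inhibition, measured as corrected fluorescence normalized to stimulator and neutral control wells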
# Target sequence (Q96SD1 whole entry, looked up): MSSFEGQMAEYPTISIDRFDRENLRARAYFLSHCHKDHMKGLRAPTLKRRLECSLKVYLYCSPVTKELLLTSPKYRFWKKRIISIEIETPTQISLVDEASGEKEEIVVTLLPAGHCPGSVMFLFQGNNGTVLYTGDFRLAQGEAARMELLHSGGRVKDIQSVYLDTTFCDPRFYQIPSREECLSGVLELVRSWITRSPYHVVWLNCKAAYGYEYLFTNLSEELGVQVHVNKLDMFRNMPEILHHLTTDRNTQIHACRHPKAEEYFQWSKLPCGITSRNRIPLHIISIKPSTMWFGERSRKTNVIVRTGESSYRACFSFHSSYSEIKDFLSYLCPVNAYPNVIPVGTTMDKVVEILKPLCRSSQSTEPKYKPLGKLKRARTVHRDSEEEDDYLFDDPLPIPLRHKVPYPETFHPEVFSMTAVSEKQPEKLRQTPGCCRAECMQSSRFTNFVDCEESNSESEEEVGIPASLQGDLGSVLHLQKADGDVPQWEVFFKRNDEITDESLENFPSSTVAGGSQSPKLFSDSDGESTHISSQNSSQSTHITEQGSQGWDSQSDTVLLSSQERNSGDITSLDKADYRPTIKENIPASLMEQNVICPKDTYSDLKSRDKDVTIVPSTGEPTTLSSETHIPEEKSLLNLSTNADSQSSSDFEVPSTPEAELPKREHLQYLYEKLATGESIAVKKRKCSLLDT
# * hit, by the source's call.
SMILES,Artemis endo inh
CCOC(=O)c1cccc(NC(=O)c2cccs2)c1,-1
COc1ccc(OC)c(N=Cc2c(O)[nH]c3ccccc23)c1,-2
CCOC(=O)C1CCc2nc3ccccc3c(=O)n21 (centres undefined),-10
CCOC(=O)CSc1nnc(-c2cccnc2)o1,-7
CC(=O)N1CCc2cc(Br)cc(S(=O)(=O)N3CCCCCC3)c21,6
O=C1C2CC=C(Cl)CC2C(=O)N1CCN1CCOCC1 (centres undefined),3
COc1ccccc1OCC(=O)O,-5
CCCc1c(C)c2c(C)[nH]nc2oc1=O,-6
c1ccc(-n2nnc3ccccc32)nc1,-2
CCOC(=O)C1=C(c2ccccc2)Nc2ncnn2C1c1cccc(OC)c1OC (centres undefined),-2
COc1ccc(C2SCC(=O)N2CCCN(C)C)cc1 (centres undefined),-8
COc1cc2c(cc1OC)-c1cc(NC3CCCCCCC3)nc(=O)n1CC2,10
CCOC(=O)c1cn2cccnc2n1,2
CCOc1ccc(S(=O)(=O)Nc2ccccc2C(=O)NCc2ccco2)cc1,0
N#CCSc1nccc(-c2cc(Cl)sc2Cl)n1,1
CC(=NCCCNC1CCCCC1)C1=C(O)CC(C)(C)CC1=O,-6
O=C1c2oc3ccc(Br)cc3c(=O)c2C(c2cccc(F)c2)N1CCO (centres undefined),2
COc1cc2c(cc1OC)CN(Cc1ccc(C)s1)CC2,2
COc1ccc(C2C(C(C)=O)=C(O)C(=O)N2c2ccc(Br)cn2)cc1 (centres undefined),-5
O=C(c1ccco1)N1CCN(C(c2ccccc2)c2nnnn2C2CCCC2)CC1 (centres undefined),-2
Cc1ccc(C2C3=C(CC(C)(C)CC3=O)Nc3n[nH]c(C)c32)cc1 (centres undefined),-8
CCOC(=O)c1cnc2ccc(C)cc2c1Sc1ccccc1C(=O)OC,8
O=C1CC(NCc2cccs2)C(=O)N1c1ccc(Cl)cc1 (centres undefined),-7
O=C(CCN1C(=O)c2ccccc2C1=O)Nc1ccncc1,-5
C=CCSc1n[nH]c2nc3c(c(=O)n12)C1(CCCC1)Cc1ccccc1-3,11

# (further entries)
SMILES,Artemis endo inh
O=c1cc(O)c2c(=O)n(-c3ccccc3)c3ccccc3c2o1,14
CCCCCOc1ccc(NC(=O)CCCC(=O)O)cc1,-2
O=C(O)C1CCN1C1CCCCC1 (centres undefined),0
CCNc1nc(N)c(C(=C(C#N)C#N)c2ccccc2)s1,4
COc1ccc(OC)c(C(=O)COC(=O)c2ccc(C)o2)c1,0
CCOc1cc(C2/C(=C(/O)c3ccc(OC(C)C)cc3)C(=O)C(=O)N2CCCOC)ccc1O (centres undefined),-2
CCN1/C(=C/c2ccc3ccccc3[n+]2CC)C=Cc2ccccc21,38*
CCCC(=O)Nc1ccccc1NC(=O)CCC,7
CCOc1ccc(Br)cc1S(=O)(=O)N1CCCC1,2
COC(=O)c1ccc(CSc2nc3ccccc3c(=O)n2CC(C)C)o1,8
COc1ccc(NC2=C(C)C(=O)CC2)cc1,18
Cc1nc(NC(=O)C2CC3CCCC(C2)C3=O)sc1C (centres undefined),0
CCOc1ccc(-n2c(C)c(C(C)=O)c(C(C)=O)c2C)cc1,4
CSc1nc(C)c2c(n1)N(c1ccc(F)cc1)CC2,-3
CCOC(=O)c1c(C)sc2c1N(C(=O)CN(CC)CC)c1cc(Cl)ccc1S2,8
CCn1c(SCC(=O)N2CCCC2)nnc1-c1ccc(N)cc1,-5
CC(=O)/C(C(=N)N1CCN(Cc2ccccc2)CC1)=C(\C)O,0
COc1cc(C2c3c(n[nH]c3C)C(=O)N2c2ccc(Br)cc2)ccc1O (centres undefined),-8
COc1ccccc1OCC(O)Cn1c(Br)nc2c1c(=O)[nH]c(=O)n2C (centres undefined),-6
CN1CCN(C(=S)Nc2ccccc2Cl)CC1,-5
O=C1NC(=O)C(CC(=O)N(Cc2ccco2)C2(C(=O)NC3CCCCC3)CCCCC2)N1 (centres undefined),7
CCOC(=O)c1cnc2cc(C)nn2c1C,-1
Cc1cccc(C(=O)N2c3ccccc3C(=O)OC2c2ccc3c(c2)OCO3)c1 (centres undefined),-1
N#CC1=C(N)NC(SCC(=O)Nc2ccccc2)=C(C#N)C12CCCC2,18
COc1ccc(CC(=O)Nc2ccc(-c3noc(-c4cc(OC)c(OC)c(OC)c4)n3)cc2)cc1,-7

# More compounds follow:
SMILES,Artemis endo inh
COc1ccc2cnn(CCOc3ccccc3)c(=O)c2c1OC,-9
COCCn1nnnc1C(C(C)C)N1CCN(C(=O)c2ccco2)CC1 (centres undefined),-9
Cn1nnc(NC(=O)c2cccc(OCc3ccccc3)c2)n1,0
O=C1C2CC=CCC2C(=O)N1c1nc2n(n1)C(c1ccccc1)CC(c1ccccc1)N2 (centres undefined),2
CCOC(=O)C1=C(CSc2nc3c(cc2C#N)CN(C)CC3)OC(N)=C(C#N)C1c1ccccc1 (centres undefined),8
CCCCCC(O)(CCCCC)C(=O)NNc1ccccc1,-7
O=C(NC1CCCCC1)C(c1ccccc1F)N(Cc1ccco1)C(=O)Cn1nnc2ccccc21 (centres undefined),-1
COC(=O)c1cccc(NS(=O)(=O)c2ccc(OC)cc2)c1C,6
Cc1cc(NC(=O)CCC(=O)N(CC2CCCO2)C(C(=O)NC2CCCC2)c2ccccc2C)no1 (centres undefined),-2
COC(=O)c1ccccc1NC(=O)CSc1nc(NC(=O)c2ccccc2)c2c(C)c(C)oc2n1,2
Cc1cc(NS(=O)(=O)c2ccc(NC(=O)COc3ccc(Cl)cc3)cc2)no1,9
CCc1ccccc1OCCOc1ccc(C)cc1OC,5
CC(C)COc1ccc(C(=O)CCN2CCCCC2)cc1,3
COC(=O)c1cc(NC(=O)CSc2nnc(CN3CCOCC3)n2C)ccc1Cl,-3
CCOC(=O)c1ccc(NC(=O)CSc2nc(SC)ns2)cc1,0
COc1ccc(S(=O)(=O)NC(CC(=O)NCCc2ccc(OC)c(OC)c2)c2ccco2)cc1 (centres undefined),-7
COc1ccc(Br)cc1C(=O)Nc1cccc(C)c1,-1
CC(C)[C@H](Nc1nc(-c2ccccc2)nc2c1oc1ccccc12)C(=O)O,11
CCOc1ccc(-n2c(=O)c3c4c(sc3n(CC(=O)NCc3ccco3)c2=O)CCC4)cc1,1
CCOC(=O)c1sc(NC(=O)Nc2ccc(Cl)cc2)cc1C,1
CC(C)(C)C(=O)Nc1ccccc1N1CCN(C(=O)c2ccc(Cl)cc2)CC1,12
Cc1ccc(CNC(=O)Nc2ccccc2)cc1,12
C=C(C)C1CCC(C)=C1COC(=O)Nc1ccccc1 (centres undefined),1
CC12CN3CCN(CC(C3)C1(O)CN1CCCCC1)C2 (centres undefined),1
O=C(Nc1cccc2ccccc12)c1cnccn1,-7

# Next part.
SMILES,Artemis endo inh
COc1ccc2nc(NC(=O)c3cccc(S(=O)(=O)N4CCOCC4)c3)sc2c1,18
CC(=O)N1CN(Cc2ccccn2)Cc2c1sc1c2CCCC1,-3
CN=C1c2c(-c3ccccc3)c3cc(OC)ccc3n2CCN1C,-5
Cc1cc(C)cc(N2CCCn3c2nc2c3c(=O)n(CCN3CCOCC3)c(=O)n2C)c1,14
O=C(Nc1ccc(Cl)c(Cl)c1)N1CCC(N2CCCCC2)CC1,2
O=C(NCCN1CCOCC1)c1cc2ccccc2[nH]1,4
CCOC(=O)C1CCN(CC(=O)Nc2cc(C)nn2-c2nc3ccccc3s2)CC1,5
Cc1c(CCO)c(=O)n(-c2ccccc2)n1S(=O)(=O)c1ccc(F)cc1,-5
COc1ccc(-c2nc3cc(C)ccn3c2NCC2CCCO2)cc1OC (centres undefined),5
O=c1cc(-c2ccco2)oc2c1ccc1ccccc12,-1
C=CCSc1nc2ccccc2c2nc(-c3ccccc3)nn12,4
CCc1cc2c(SCC(=O)c3ccc(C)cc3)ncnc2s1,-3
CCNC(=O)NC(=O)CSc1nc2ccccc2n1CC(C)C,1
CC(O)C(O)C(O)C(O)C1NCCS1 (centres undefined),-5
CCOC(=O)N1CCN(CC(O)COC2CC(C)CC(C)(C)C2)CC1 (centres undefined),-6
CCn1c(SCC(=O)Nc2nc(C)c(C(=O)OC)s2)nnc1C(C)C,2
CNCC(O)Cn1c(C(F)(F)F)nc2ccccc21 (centres undefined),-4
CC(=O)N(c1cccc(C)c1)C1SC(=O)N(c2ccccc2)C1=O (centres undefined),37*
COc1cc(OC)cc(-n2nnnc2SCC(=O)Nc2ccc(C(C)=O)cc2)c1,-7
Cc1cc(C)n2nc(C(=O)OCC(=O)Nc3ccc4c(c3)OC(F)(F)O4)nc2n1,-8
COc1ccc(C(C)=O)cc1CSc1nc2ccccc2o1,-2
OC1(c2ccc(OC(F)F)cc2)CSC(=Nc2cccnc2)N1C1CC1 (centres undefined),-2
COC(=O)CCCc1nc2ccccc2s1,0
C=CCn1c(-c2cccs2)nc2ccccc21,0
Cn1c(=O)c(C(=O)CN2CCOCC2)c(N)n(Cc2ccccc2)c1=O,-1

# (next part)
SMILES,Artemis endo inh
COc1ccc(N/C(C)=C2/C(=O)C(=O)N(CCO)C2c2ccc([N+](=O)[O-])cc2)cc1 (centres undefined),-1
CC1=C(C)/C(=N\OS(=O)(=O)c2ccccc2)C=CC1=O,-5
CC(C(=O)OCC(=O)Nc1ccc2c(c1)OCO2)N1C(=O)c2ccccc2C1=O (centres undefined),5
CCC(=O)NCCC(c1ccco1)c1ccccc1OC (centres undefined),3
COc1ccc(-c2csc(/C(C#N)=C(\O)CSc3nccn3C)n2)cc1OC,5
O=S(=O)(NCc1ccccc1)c1ccc2c(c1)OCCO2,2
CCc1c(C#N)c(SCCC(=O)Nc2ccc(C)cc2)nc2c1C(=O)CC(C)(C)C2,11
COc1cccc(OC)c1OCCOc1ccccc1OC(C)C,9
Cn1c(=O)c2c(nc(NCc3ccco3)n2CC(O)COc2ccccc2)n(C)c1=O (centres undefined),0
FC(F)(F)c1nnc(-c2ccccc2)nc1Oc1ccc(Cl)cc1Cl,5
Cc1ccc(Cn2c(C)nc3c(c2=O)c2nc4ccccc4nc2n3Cc2ccco2)cc1,40*
Cc1ccc(C)c(S(=O)(=O)NCc2ccc(C(=O)N3CC(C)OC(C)C3)cc2)c1 (centres undefined),-4
O=C(CSc1nc(O)cc(=O)n1-c1ccccc1)NC1CCCCC1,-5
O=C(Nc1cccnc1)c1cnn2c(C(F)F)cc(C3CC3)nc12,-4
O=C(c1cccc(Cl)c1)N1CCN(C(=O)c2ccco2)CC1,-7
Cc1c(NC(=O)/C=C/c2cn(-c3ccccc3)nc2-c2ccccc2)c(=O)n(-c2ccccc2)n1C,3
Cc1nnc(SCC(=O)N2CCCCC2)n1CC1CCCO1 (centres undefined),-5
CCOC(=O)c1nnn(-c2nonc2N)c1CN(CC)CC,3
COC(=O)c1sc(N)nc1C(C)(C)C,-4
COc1cccc(C(=O)Nc2ccc(F)c(F)c2F)c1,-4
CC1(C)Cc2c(ccc3ccccc23)C(NNC(=O)c2cccnc2)=N1,-1
O=C(Nc1ccc(Cl)c(Cl)c1)N1CC=C(c2ccccc2)CC1,3
CCOc1ccccc1NC(=O)c1ccc(NC(=O)c2ccco2)cc1,-4
O=C(O)c1cc2c(s1)-c1ccccc1OC2,3
O=C(Nc1cccc(F)c1)N(Cc1ccc(Cl)cc1)CC(O)C(F)(F)F (centres undefined),2

# Next section (two carried over from the part before).
SMILES,Artemis endo inh
O=C(O)c1cc2c(s1)-c1ccccc1OC2,3
O=C(Nc1cccc(F)c1)N(Cc1ccc(Cl)cc1)CC(O)C(F)(F)F (centres undefined),2
Cc1cc(=S)[nH]c2ccccc12,4
COc1ccc(Cl)cc1C(=O)OCC(=O)NC(=O)c1cccn1C,7
COC(=O)c1ccc2ccn(CC(=O)NC3CCCCC3)c2c1,1
NC(=O)SCC(=O)Nc1ccc(Cl)cc1,0
COc1ccc(CCN2C(=O)CC(N3CCOCC3)C2=O)cc1OC (centres undefined),13
CN(C)c1ccc(CNc2ncc(Br)cc2Br)cc1,7
O=C(CCC1CCCC1)N1CCN(C(=O)COc2ccccc2)CC1,-6
COC(=O)C(Cc1ccc(OC(=O)c2ccccc2C)cc1)N1Cc2ccccc2C1=O (centres undefined),7
CC(C)CC(NC(=O)C(Cc1ccc(OCc2ccccc2)cc1)NC(=O)OC(C)(C)C)C(N)=O (centres undefined),3
Cc1c(C(=O)CN2CCSCC2)c2ccccc2n1C,-3
COC(=O)c1ccc2nc(NC(=O)CN3C(=O)CCC3=O)sc2c1,8
C/C(=N/NS(=O)(=O)c1ccc(Cl)cc1)c1cccc(O)c1,-15
O=C(Nc1cccc2ccccc12)C1CCN(C(=O)NCc2ccccc2)CC1,4
Cc1cccc(-n2ccnc2SCC(=O)Nc2nccs2)c1,-11

# Among those listed so far, these contain a Cl atom:
SMILES,Artemis endo inh
O=C1C2CC=C(Cl)CC2C(=O)N1CCN1CCOCC1 (centres undefined),3
N#CCSc1nccc(-c2cc(Cl)sc2Cl)n1,1
O=C1CC(NCc2cccs2)C(=O)N1c1ccc(Cl)cc1 (centres undefined),-7
CCOC(=O)c1c(C)sc2c1N(C(=O)CN(CC)CC)c1cc(Cl)ccc1S2,8
CN1CCN(C(=S)Nc2ccccc2Cl)CC1,-5
Cc1cc(NS(=O)(=O)c2ccc(NC(=O)COc3ccc(Cl)cc3)cc2)no1,9
COC(=O)c1cc(NC(=O)CSc2nnc(CN3CCOCC3)n2C)ccc1Cl,-3
CCOC(=O)c1sc(NC(=O)Nc2ccc(Cl)cc2)cc1C,1
CC(C)(C)C(=O)Nc1ccccc1N1CCN(C(=O)c2ccc(Cl)cc2)CC1,12
O=C(Nc1ccc(Cl)c(Cl)c1)N1CCC(N2CCCCC2)CC1,2
FC(F)(F)c1nnc(-c2ccccc2)nc1Oc1ccc(Cl)cc1Cl,5
O=C(c1cccc(Cl)c1)N1CCN(C(=O)c2ccco2)CC1,-7
O=C(Nc1ccc(Cl)c(Cl)c1)N1CC=C(c2ccccc2)CC1,3
O=C(Nc1cccc(F)c1)N(Cc1ccc(Cl)cc1)CC(O)C(F)(F)F (centres undefined),2
COc1ccc(Cl)cc1C(=O)OCC(=O)NC(=O)c1cccn1C,7
NC(=O)SCC(=O)Nc1ccc(Cl)cc1,0
C/C(=N/NS(=O)(=O)c1ccc(Cl)cc1)c1cccc(O)c1,-15

# Screening results as filed in PubChem.

# A portion of the library; count on the stated rates, not on these rows.
